LDHA inh – LDHA (human) enzyme inhibition; P00338; purified LDHA, NADH/diaphorase-resazurin fluorescence; hits give low values; activity change, % (values are at about 110 or 230 µM); actives 0.15% (n = 480,000); AID 1347041; in the data active = activity change below about -30%; inconclusive = mostly about -25% to -30%;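 note: plate controls were DMSO wells for no effect and wells without enzyme for full effect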
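Human LDH5 at 2 nM final in Tris HCl pH 7.4 with 0.06 mM NADH and 0.2 mM pyruvate, reacted 5 minutes at room temperature. Remaining NADH coupled via diaphorase/resazurin; resorufin fluorescence read at 0 and 20 minutes, normalized to enzyme-free and DMSO wells.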
Glioma ERSR ind – induces the endoplasmic reticulum stress response in human glioma cells | Potency, µM, inactives show top-dose activation, actives largely listed as activators | U87-MG GRP78 promoter luciferase reporter, 16 h | actives 0.02% (n = 420,000); note: potency is the fitted concentration of half-maximal effect; series mostly up to about 76 µM; % of control where 0% means no effect; nearly all actives have a fitted effect of over 35% in size
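Stably transfected U87-MG human glioma cells carrying a GRP78-based luminescent sensor were seeded at 1000 cells/well, pin-dosed with compounds and incubated 16 h. Luciferase reagent was then added, and end-point luminescence was read after 10 min at room temperature.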
RXFP1 agonist – RXFP1 (human) receptor agonism; Potency, µM (doses to about 57.5 µM), for the others: at the highest dose activation, usual class: activators; AID 2676; actives 0.3% (n = 370,000); HEK293T-RXFP1 cAMP TR-FRET, 30 min; response scale: percent of porcine relaxin response, buffer zero; Q9HBX9; note: potency is the fitted concentration of half-maximal effect; % is set by controls: 0 for no effect and ±100 for the full control effect; nearly all actives have a fitted effect of over 60% in size; many of its hits are not listed in these tables
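HEK293T cells stably expressing RXFP1 were pretreated with the PDE4 inhibitor Ro 20174, exposed to compounds for 30 min at 37C, lysed, and cAMP was read by TR-FRET. Data normalized to buffer (basal) and 29 nM porcine relaxin (100%).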
D1 PAM – potentiators of human D1 dopamine receptor | HEK293 TREx D1 cells, calcium flux, dopamine EC20 potentiation | potentiation, % at 10 µM | actives 0.036% (n = 360,000); in the data active = potentiation above about 30%; note: 0% is about no effect
Target sequence (P21728 whole entry, looked up): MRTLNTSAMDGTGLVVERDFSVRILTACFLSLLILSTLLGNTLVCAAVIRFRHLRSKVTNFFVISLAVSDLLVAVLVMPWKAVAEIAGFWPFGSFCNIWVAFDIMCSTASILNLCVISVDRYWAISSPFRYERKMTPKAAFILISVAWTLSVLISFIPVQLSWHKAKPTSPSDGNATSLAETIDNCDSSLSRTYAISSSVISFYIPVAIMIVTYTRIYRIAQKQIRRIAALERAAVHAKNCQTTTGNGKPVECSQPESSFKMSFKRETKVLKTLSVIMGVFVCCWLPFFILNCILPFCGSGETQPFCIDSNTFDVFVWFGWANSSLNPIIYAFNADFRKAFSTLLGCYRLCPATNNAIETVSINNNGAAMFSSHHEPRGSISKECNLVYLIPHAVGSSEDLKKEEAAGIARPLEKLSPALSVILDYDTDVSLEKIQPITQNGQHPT
Vif-APOBEC3G blk – blocks the Vif interaction with human APOBEC3G. AID 602310. actives 0.076% (n = 410,000). Q9HC16. Potency, µM (series often up to 46.1 µM), for inactives: at the top dose activity, negative = active, usual class: inhibitors. HeLa A3G-eYFP + Vif (tagged APOBEC3G with the HIV-1 protein that degrades it), YFP fluorescence, overnight;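 note: potency is the fitted concentration of half-maximal effect; % is set by controls: 0 for no effect and ±100 for the full control effect; nearly all actives have a fitted effect of over 60% in size; hits raise eYFP signal because A3G escapes Vif-driven loss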
Target sequence (Q9HC16 whole entry, looked up): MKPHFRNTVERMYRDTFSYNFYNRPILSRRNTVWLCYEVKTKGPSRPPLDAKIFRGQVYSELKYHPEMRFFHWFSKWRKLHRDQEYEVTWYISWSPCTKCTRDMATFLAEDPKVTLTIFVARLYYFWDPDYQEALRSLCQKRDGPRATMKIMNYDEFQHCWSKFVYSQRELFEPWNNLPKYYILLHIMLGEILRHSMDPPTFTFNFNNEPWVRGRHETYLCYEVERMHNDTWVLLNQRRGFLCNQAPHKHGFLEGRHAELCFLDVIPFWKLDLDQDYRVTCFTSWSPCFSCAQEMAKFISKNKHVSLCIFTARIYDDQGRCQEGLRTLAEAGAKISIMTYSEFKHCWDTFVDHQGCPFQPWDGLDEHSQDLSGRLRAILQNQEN
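HeLa cells stably expressing Vif and C-terminally eYFP-tagged A3G, seeded overnight at 37 deg C, then exposed to compound by pintool overnight at 37 deg C. Rise in yellow fluorescence (Ex 488/Em 500-530, Acumen) marks blocked Vif-driven A3G degradation.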
D1 antagonist – antagonists of human D1 dopamine receptor; P21728; HEK293 TREx D1 cells, calcium flux, dopamine EC80; hits give low values; activity change, negative = inhibition, % at 10 µM; actives 3.2% (n = 360,000); in the data active = activity change below about -30%; note: % is set by controls: 0 for no effect and ±100 for the full control effect
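Allosteric or orthosteric antagonism assessed as attenuation of the calcium response to EC80 dopamine, added 180 s after compound, in induced HEK293 Trex D1 cells loaded with no-wash calcium dye.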
Vif-APOBEC3F blk – blocks the Vif interaction with APOBEC3F; HeLa A3F-eYFP + Vif (tagged APOBEC3F with the HIV-1 protein that degrades it), YFP fluorescence increase; Potency, µM (series often up to 46.1 µM), for the others: top-dose activity, negative = active; AID 602313; actives 0.2% (n = 390,000); note: potency is the fitted concentration of half-maximal effect; % of control where 0% means no effect; nearly all actives have a fitted effect of over 65% in size
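HeLa cells stably expressing Vif plus C-terminally eYFP-tagged A3F were seeded, incubated overnight at 37 deg C, dosed with compound, incubated overnight again at 37 deg C. Yellow fluorescence (Ex 488/Em 500-530) reported blocked Vif-mediated A3F-eYFP degradation.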
D1 agonist – activates the human D1 dopamine receptor. P21728. HEK293 T-REx D1 cells, calcium flux, agonist mode. actives 1% (n = 360,000). activation, % at 2 µM; in the data active = activation above about 30%; note: 0% is about no effect
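Tetracycline-induced HEK293 TREx D1 cells, force-coupled to calcium signalling, were dye-loaded with a no-wash calcium kit. Compound was pin-added after a 10 s baseline. Fluorescence was read kinetically at 1 cycle/s for 180 s, with calcium rises flagged as agonism.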
D2 potentiator – D2 dopamine receptor (human) potentiation | P14416 | AID 485347 | HEK293 T-REx D2, calcium flux, EC20 dopamine potentiation | potentiation, % at 10 µM | actives 0.34% (n = 340,000);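 active = potentiation over 3 SD above the plate norm, cut at about 30% in these data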; note: 0% is about no effect
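Cells plated with tetracycline inducer and held overnight at 30 C; calcium dye loaded 30–90 min at room temperature; baseline taken, compound added and read 180 s; EC20 dopamine then added and read 180 s.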
* = called active by the depositor; ? = inconclusive; nt = not tested or not shown; & = joins results of further samples. Unless noted, calls come from the whole dose curve; as a rule, active = well fitted curve in the direction sought with a large enough effect; inconclusive = small, poorly fitted or top-dose-only effect, or another doubt; inactive = no such curve, though single readings can be large; an effect the other way counts as inactive or inconclusive. The list is partial; the hit share may differ from the screen's.

Compound | RXFP1 agonist | D1 PAM | Glioma ERSR ind | LDHA inh | D1 agonist | D2 potentiator | Vif-APOBEC3F blk | Vif-APOBEC3G blk | D1 antagonist
COc1ccccc1CC(=O)N1CCCc2ccccc21 | 0.0% | -3 | -2% | -1 | 3 | -6 | -1% | -1% | -29
Cc1ccc(/C(O)=C/C(=O)C(=O)NNC(=O)C(O)(c2ccccc2)c2ccccc2)cc1 | -0.6% | 1 | -2% | 3 | 3 | 8 | -2% | 0% | -5
O=C(NCCCn1ccnc1)c1cc2cc([N+](=O)[O-])ccc2oc1=O | 2.4% | -10 | -3% | -1 | 3 | 0 | 5% | 0% | -6
Brc1c(OCCOCCn2cncn2)ccc2ccccc12 | 0.2% | -2 | 6% | 0 | 1 | 1 | 9% | 0% | 1
C=C1C(=O)O[C@H]2C1CC[C@@](C)(O)C13C=CC(C)(C21)C1(C3)C(=O)O[C@@H]2C3C(C)=CCC3[C@](C)(O)C[C@H](OC(C)=O)C21 (some centres undefined) | 1.8% | -3 | -6% | 2 | -1 | 0 | -2% | ? | -13
CCCN(CC(=O)Nc1ccccc1C)C(=O)/C=C/c1ccc(OCC)c(OC)c1 | 0.2% | -3 | 1% | -1 | 4 | -5 | 2% | 2% | 6
CCOc1cc(N)c(Cl)cc1C(=O)NCC1CN(Cc2ccc(F)cc2)CCO1 (centres undefined) | nt | nt | -9%&2%&-5% | -6 | nt | nt | 1% | -4% | nt
CCOc1ccc(CN2C(=O)c3ccccc3Sc3ccc(C(=O)NCc4ccc5c(c4)OCO5)cc32)cc1 | 5.6% | -1 | -4% | 7 | 9 | 19 | -27% | ? | 9
Cc1ccc(S(=O)(=O)NCc2n[nH]c(=S)n2C)cc1 | -0.4% | -4 | -3% | -15 | 3 | 7 | 0% | 1% | -5
CC(CN1CCCCC1)OC(=O)CCc1ccccc1 (centres undefined) | 0.2% | -2 | -3% | -2 | 2 | -17 | 0% | 0% | 2
COc1ccc(C(=O)Nc2ccccc2)cc1NC(=O)c1cccs1 | -0.1% | 7 | -2% | -8 | 2 | 0 | -14% | -1% | -5
O=C(CNS(=O)(=O)c1cccc(F)c1)OCC(=O)N1CCCC1=O | 0.7% | -4 | -5% | -14 | 6 | -7 | -2% | -11% | -22
C=CCOc1ccc(-c2n[nH]c(=S)o2)cc1 | 2.2% | -2 | 0% | -7 | 1 | 12 | 1% | 0% | -4
CC(=O)Nc1ccc2c(c1)[nH]c(=O)c1ccccc12 | nt | nt | 1% | 1 | nt | nt | 7% | -8% | nt
CCCN(CCC)C(=O)c1cn(C)c2ccc(S(=O)(=O)N3CCCC3)cc2c1=O | 8.7% | -7 | -5% | -2 | 3 | 9 | -2% | 0% | -18
N#Cc1ccccc1Sc1ccccc1C(=O)OCC(=O)NC12CC3CC(CC(C3)C1)C2 | 2.8% | 5 | -1% | -2 | 3 | -6 | 2% | -1% | 4
COc1ccc(-c2cc3cc(OC)c(OC)cc3cn2)cc1OC | nt | nt | -5% | -10 | nt | nt | -2% | -2% | nt
CCc1nnc(NC(=O)C2CCCN(S(=O)(=O)c3ccc(OC)cc3)C2)s1 (centres undefined) | -0.7% | -2 | 1% | -2 | 0 | -6 | 13% | -1% | -2
CS(=O)(=O)NC1c2cccc3cccc(c23)C1N1CCOCC1 (centres undefined) | -1.8% | -4 | -4% | -3 | 3 | -11 | 2% | -1% | 1
Cc1ccc(NC(=O)/C=C/C(=O)O)c(NC(=O)c2ccccc2)c1 | 0.8% | 4 | -7% | -2 | 1 | -10 | -2% | 0% | 9
CCCCN(C(=O)c1ccc(S(=O)(=O)N2CCCCC2)cc1)C1CCS(=O)(=O)C1 (centres undefined) | -3.1% | 3 | -5% | -7 | 1 | -1 | 8% | -9% | -17
O=C(COc1ccc(Cl)cc1)NCCc1csc(-c2ccc(C(F)(F)F)cc2)n1 | 4.8% | -3 | 1% | -6 | 10 | 6 | -2% | -3% | -36*
O=C(CN1CCC(c2nc3ccccc3[nH]2)CC1)NCc1ccc2c(c1)OCO2 | 0.7% | 4 | -3% | -6 | 2 | 3 | -6% | 0% | -8
CCN1CCCC1CNC(=O)c1cc(N)ccc1OC (centres undefined) | nt | nt | -2% | -16 | nt | nt | -6% | -11% | nt
Cc1cc(O)c(C(c2ccccc2)N2CCC(C)CC2)c(=O)n1Cc1ccco1 (centres undefined) | -1.4% | -3 | 2% | -12 | 1 | 7 | 1% | -4% | -3
CCN(CC)c1ccc(-c2nc3cnccn3c2NC2CCCC2)cc1 | 7.9% | -9 | 3% | 4 | 20 | 3 | -10% | -31% | 15
CCCNC(=O)COc1ccc(-c2nn(C)c(=O)c3ccccc23)cc1 | -2.6% | -2 | -2% | -5 | -2 | 12 | -9% | 0% | 17
COc1ccc(C(=O)Nc2ccc(S(=O)(=O)Nc3nccnc3OC)cc2)cc1OC | 5.4% | 0 | -10% | -3 | 1 | 10 | 1% | -6% | 14
NS(=O)(=O)c1ccc(S(=O)(=O)N2CCN(C3CCCC3)CC2)cc1 | -0.2% | -9 | 3% | -3 | 0 | nt | -6% | -3% | -8
O=C(N/N=C/c1ccc(OCc2cnc(Cl)s2)cc1)c1ccncc1 | -0.4% | -5 | 3% | 0 | 16 | 1 | -8% | -3% | -33*
CNS(=O)(=O)c1cc(NC(C)=O)c(C)cc1C | 2.8% | 2 | -4% | -4 | 1 | 24 | 3% | -2% | -5
COC(=O)c1ccc(OCC2c3cc(OC)c(OC)cc3CCN2C(=O)Cc2ccc(OC)cc2)cc1 (centres undefined) | 4.6% | -1 | -3% | 3 | 1 | 0 | 8% | -2% | -21
CCOCCCn1c(SCC(=O)Nc2cc(C(C)(C)C)nn2-c2ccccc2)nc2ccccc2c1=O | -1.9% | -4 | -5% | -9 | 2 | 2 | 2% | 1% | -2
Cc1cc(=O)[nH]c(S)c1C#N | -0.4% | -2 | nt | nt | 0 | 2 | nt | nt | -2
Cc1noc(C)c1C(=O)Nc1ccc2ccccc2c1 | 2.4% | -6 | -2% | -3 | 3 | 4 | -5% | 1% | -14
O=C(CSc1nnc(CNC(=O)c2ccccc2)o1)Nc1nccs1 | 2.7% | -2 | -4% | -8 | 3 | 2 | 9% | 2% | -18
COc1ccc(CCNC(=O)c2cc(S(=O)(=O)N3CCOCC3)cn2C)cc1OC | -0.1% | -6 | -2% | -1 | 3 | -19 | 0% | 2% | -6
O=C(COc1ccc(S(=O)(=O)N2CCCC2)cc1)N1CCN(c2ccccc2F)CC1 | 0.3% | 1 | -1% | -3 | 5 | -1 | -5% | 5% | 3
Cc1c(Cl)cccc1NC(=S)NC1CCN(Cc2ccccc2)CC1 | -1.2% | -6 | -6% | -6 | 15 | -22 | -2% | 0% | -33*
O=C(c1ccc2c(Cl)c3c(nc2c1)CCCC3)N1CCN(c2cccc(Cl)c2)CC1 | -0.5% | 6 | -1% | 0 | 7 | 4 | -3% | 2% | -9
CC(=O)Nc1ccc(NS(=O)(=O)c2ccc3c(c2)oc(=O)n3C)cc1 | 1.9% | 7 | 0% | -1 | -3 | 12 | -3% | -9% | 1
COc1cc2c(cc1OC)C(c1cc(C)ccc1C)CC(=O)N2 (centres undefined) | 3.0% | -5 | -3% | 1 | 2 | 9 | 0% | 0% | 5
COc1ccc(NC(=O)/C=C/C(=O)O)c(OC)c1 | 0.6% | 0 | -2% | 5 | 2 | 0 | -18% | -6% | 2
CCCCC(=O)Nc1cc(C)c(O)c(-c2nc3ncccc3o2)c1 | 19% | -4 | -2% | -2 | -1 | -1 | -8% | 2% | -6
CCn1cc(CCC(=O)NC(C)c2ccccc2)c2ccccc21 (centres undefined) | 2.0% | -3 | -3% | -1 | 0 | -16 | -19% | 3% | 12
O=C(CSCc1cccc(CSCC(=O)Nc2ccc3ccccc3c2)n1)Nc1ccc2ccccc2c1 | -0.4% | -2 | 0% | 0 | 7 | 12 | 1% | 4% | 11
CC(=O)N1CCC2(CC1)CC(=O)c1cc(OCC(=O)N3CCOCC3)ccc1O2 | 6.7% | -8 | -7% | -2 | 2 | 14 | -1% | 1% | -38*
Cc1ccc(S(=O)(=O)/C(C#N)=C/c2c(N3CCN(C)CC3)nc3ccccn3c2=O)cc1 | 1.6% | -6 | 0% | 0 | 1 | nt | -1% | -1% | -6
COc1ccc(-c2cc(C(F)(F)F)c(C#N)c(SCC(=O)Nc3ccc(C)cc3)n2)cc1 | 3.3% | 0 | -9% | -7 | -2 | 15 | -7% | -2% | nt

No new results follow: entries from further up.
Compound | RXFP1 agonist | D1 PAM | Glioma ERSR ind | LDHA inh | D1 agonist | D2 potentiator | Vif-APOBEC3F blk | Vif-APOBEC3G blk | D1 antagonist
CC(=O)Nc1ccc(NS(=O)(=O)c2ccc3c(c2)oc(=O)n3C)cc1 | 1.9% | 7 | 0% | -1 | -3 | 12 | -3% | -9% | 1
COc1cc2c(cc1OC)C(c1cc(C)ccc1C)CC(=O)N2 (centres undefined) | 3.0% | -5 | -3% | 1 | 2 | 9 | 0% | 0% | 5
COc1ccc(NC(=O)/C=C/C(=O)O)c(OC)c1 | 0.6% | 0 | -2% | 5 | 2 | 0 | -18% | -6% | 2
CCCCC(=O)Nc1cc(C)c(O)c(-c2nc3ncccc3o2)c1 | 19% | -4 | -2% | -2 | -1 | -1 | -8% | 2% | -6
CCn1cc(CCC(=O)NC(C)c2ccccc2)c2ccccc21 (centres undefined) | 2.0% | -3 | -3% | -1 | 0 | -16 | -19% | 3% | 12
O=C(CSCc1cccc(CSCC(=O)Nc2ccc3ccccc3c2)n1)Nc1ccc2ccccc2c1 | -0.4% | -2 | 0% | 0 | 7 | 12 | 1% | 4% | 11
CC(=O)N1CCC2(CC1)CC(=O)c1cc(OCC(=O)N3CCOCC3)ccc1O2 | 6.7% | -8 | -7% | -2 | 2 | 14 | -1% | 1% | -38*
Cc1ccc(S(=O)(=O)/C(C#N)=C/c2c(N3CCN(C)CC3)nc3ccccn3c2=O)cc1 | 1.6% | -6 | 0% | 0 | 1 | nt | -1% | -1% | -6
COc1ccc(-c2cc(C(F)(F)F)c(C#N)c(SCC(=O)Nc3ccc(C)cc3)n2)cc1 | 3.3% | 0 | -9% | -7 | -2 | 15 | -7% | -2% | nt
